High-throughput results (PubChem BioAssay)
CHT inh = inhibitors of human choline transporter CHT; High affinity choline transporter 1 (Homo sapiens), Q9GZV3; CHT-expressing cells, membrane potential dye, choline response; hits give low values; B-score at 10 µM; actives 0.86% (n = 310,000); AID 488975, 2010;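 active = B-score over 3 SD under the library average, and starting fluorescence ratio not unusually high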;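 note: choline stimulus applied at its EC90 after an EC20 pre-addition; B-score computed on integrated fluorescence ratio after choline addition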
Target sequence (Q9GZV3 whole entry, looked up): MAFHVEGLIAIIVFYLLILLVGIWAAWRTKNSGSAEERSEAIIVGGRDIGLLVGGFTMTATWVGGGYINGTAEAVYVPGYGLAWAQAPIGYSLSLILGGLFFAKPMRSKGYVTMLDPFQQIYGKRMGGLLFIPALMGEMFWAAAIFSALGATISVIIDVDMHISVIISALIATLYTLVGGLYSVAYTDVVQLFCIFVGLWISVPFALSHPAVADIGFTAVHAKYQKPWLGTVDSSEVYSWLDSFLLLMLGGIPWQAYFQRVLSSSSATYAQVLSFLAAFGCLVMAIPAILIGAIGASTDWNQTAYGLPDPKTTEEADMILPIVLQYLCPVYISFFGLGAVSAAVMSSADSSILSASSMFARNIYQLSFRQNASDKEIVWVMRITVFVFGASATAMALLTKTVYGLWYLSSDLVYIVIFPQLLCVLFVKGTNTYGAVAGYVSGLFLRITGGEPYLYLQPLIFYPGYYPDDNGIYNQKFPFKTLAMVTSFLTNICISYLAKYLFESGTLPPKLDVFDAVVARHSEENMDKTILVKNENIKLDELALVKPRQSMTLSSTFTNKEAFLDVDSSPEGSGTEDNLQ
CHT allo act = CHT positive allosteric modulators, primary screen, cell-based, membrane potential dye, choline EC20. AID 488977, 2010. B-score at 10 µM. CHT-expressing cells; hits give high values; LV-AA mutant CHT in HEK293 cells. actives 0.49% (n = 310,000);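 active = initial fluorescence not abnormally high and integrated response B-score, plate-corrected, over 3 SD above library mean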
The depositor's hits bear a star; i = inactive.

SMILES	CHT inh	CHT allo act
Cc1cc([N+](=O)[O-])nn1Cc1ccc(C(=O)N/N=C/c2ccc(F)cc2)cc1	i	i
O=C1NC(c2cc(Cl)cc([N+](=O)[O-])c2O)Nc2ccccc21 (stereo unspecified)	i	i
CCCCNC(=O)CC1S/C(=N/N=C/c2ccc(OC)cc2)NC1=O (stereo unspecified)	i	i
COc1cccc(N2CCN(c3cnc4ccccc4n3)CC2)c1	i	i
COc1cc(Cl)cc(C#N)c1OCC(=O)O	i	i
COc1ccc(Cn2c(-c3ccc(OC)cc3)n[nH]c2=S)cc1	i	i
O=C(NCc1ccco1)C1CCN(c2ccc(N3CCOCC3)nn2)CC1	i	i
Clc1cccc(CN2CCN(Cc3nc(CCc4ccccc4)no3)CC2)c1	i	i
O=C(CN1CCCC1)N1c2ccccc2C=Cc2ccccc21	i	i
CSc1nc2n(n1)C(c1cccc(F)c1)C(C(=O)Nc1ccc(C)cc1C)=C(C)N2 (stereo unspecified)	i	i
CCN(CC)S(=O)(=O)c1ccc(Cl)c(C(=O)NC(C)C(c2cccs2)N2CCCC2)c1 (stereo unspecified)	i	i
O=c1c2cnn(-c3ccccc3)c2nc(-c2ccco2)n1-c1ccccc1	i	i
Cc1cc(OCC(=O)N2CCc3ccccc3C2)c(C)cc1Br	i	i
COc1ccc(C(=O)c2sc(NC(C)C)nc2N)cc1OC	i	i
CC1CCCN(C(=O)C2COc3ccccc3O2)C1 (stereo unspecified)	i	i

Quoted at random: five records from the list
SMILES	CHT inh	CHT allo act
O=C1NC(c2cc(Cl)cc([N+](=O)[O-])c2O)Nc2ccccc21 (stereo unspecified)	i	i
COc1cc(Cl)cc(C#N)c1OCC(=O)O	i	i
COc1cccc(N2CCN(c3cnc4ccccc4n3)CC2)c1	i	i
CCN(CC)S(=O)(=O)c1ccc(Cl)c(C(=O)NC(C)C(c2cccs2)N2CCCC2)c1 (stereo unspecified)	i	i
COc1ccc(C(=O)c2sc(NC(C)C)nc2N)cc1OC	i	i

New compounds follow:
SMILES	CHT inh	CHT allo act
COc1ccc(C(=O)NC(=S)NNC(=O)c2c(-c3ccccc3)noc2C)cc1	i	i
Cc1ccc(SCC(=O)OCC(=O)N(C)CC(=O)Nc2ccccc2Cl)cc1	i	i
Brc1ccc2nc(-c3ccncc3)c(NC3CCCC3)n2c1	i	i
COC(=O)c1[nH]c2ccc(C)cc2c1NC(=O)NC1CCCCC1	i	i
CCC(C)Sc1ccc([C@H]2N[C@@](C)(C(=O)OC)[C@H]3C(=O)N(CC)C(=O)[C@@H]23)cc1 (stereo partly specified)	i	i
CC(C)N=C(NS(=O)(=O)c1ccccc1)C(Cl)(Cl)Cl	i	i
NC(=O)c1cc(C(=O)c2ccc(Cl)cc2)c[nH]1	i	i
O=C(CCS(=O)(=O)c1ccccc1)Nc1nccs1	i	i
CCc1noc(C)c1C(=O)NNC(=O)c1ccc(Br)cc1	i	i
CS(=O)(=O)N(CC(=O)NCCSCc1ccccc1)c1ccccc1F	i	i
COc1ccccc1OCC(=O)NNC(=O)c1c(-c2ccccc2Cl)noc1C	i	i
O=C1COc2ccc(C(=O)CSc3nnc(Cc4ccccc4)o3)cc2N1	i	i
CCOc1cccc(-c2c(C(=O)N/N=C/c3ccsc3)nnn2-c2nonc2N)c1	i	i
C[N+](C)(C)CCNC(=O)c1cc[n+](Cc2ccccc2)c(/C=N/O)c1	i	i
COc1cc(C(=O)N2CCN(C)CC2)cc(OC)c1OC	i	i

Laid out differently: entries from further up.
Each structure is followed by: CHT inh	CHT allo act
> COC(=O)c1[nH]c2ccc(C)cc2c1NC(=O)NC1CCCCC1
→ i	i
> Cc1ccc(SCC(=O)OCC(=O)N(C)CC(=O)Nc2ccccc2Cl)cc1
→ i	i
> COc1ccc(C(=O)NC(=S)NNC(=O)c2c(-c3ccccc3)noc2C)cc1
→ i	i
> CC(C)N=C(NS(=O)(=O)c1ccccc1)C(Cl)(Cl)Cl
→ i	i
> COc1ccccc1OCC(=O)NNC(=O)c1c(-c2ccccc2Cl)noc1C
→ i	i
> CCOc1cccc(-c2c(C(=O)N/N=C/c3ccsc3)nnn2-c2nonc2N)c1
→ i	i

Further entries
SMILES	CHT inh	CHT allo act
O=C(N/N=C/c1ccc(Cl)cc1)c1cc(-c2cccnc2)nc2ccccc12	i	i
COc1cc(CNc2ccc3[nH]c(=O)[nH]c3c2)cc(Br)c1OCc1ccc(F)cc1	i	i
CC1=C(C(=O)OCc2ccccc2)C(c2ccccc2OS(=O)(=O)c2ccc([N+](=O)[O-])cc2)NC(=O)N1CCCC(=O)O (stereo unspecified)	i	i
COCC(=O)N1CCC(Oc2ccc(C(=O)N(C)C(C)c3ccon3)cc2)CC1 (stereo unspecified)	i	i
O=C(COC(=O)c1ncc(Cl)c(Cl)c1Cl)NC(=O)c1ccccc1	i	i
CC(NC(=O)CN(c1ccc(Br)cc1)S(C)(=O)=O)c1ccccc1 (stereo unspecified)	i	i
CCCC(c1nnnn1CC(=O)OCC)N(Cc1cc2ccc(C)cc2[nH]c1=O)C1CCCC1 (stereo unspecified)	i	i
Cc1ccc(C(=O)Nc2ccc(C)c(S(=O)(=O)Nc3ccccc3Cl)c2)s1	i	i
O=[N+]([O-])c1cccc(-c2c[n+]3c(n2-c2ccccc2)SCC3)c1	i	i
Cc1ncoc1C(=O)N1CCCC(C(=O)c2ccc(Oc3ccccc3)cc2)C1 (stereo unspecified)	i	i
CCC(C)/C(C)=N/NC(=O)c1ccc(CSc2nc3ccccc3s2)cc1 (stereo unspecified)	i	i
CCC(C)c1ccc(NC(=S)NCCn2cc(Cl)cn2)cc1 (stereo unspecified)	i	i
CC(NC(=O)COC(=O)Cc1ccccc1[N+](=O)[O-])c1ccccc1 (stereo unspecified)	i	i
Cc1cc(C)cc(NC(=O)C2CCCN(S(=O)(=O)c3c(C)noc3C)C2)c1 (stereo unspecified)	i	i
Cc1ccc(CCNC(=O)c2sc3nc4n(c(=O)c3c2C)CCC4)cc1	i	i

Structures above that have a thiophene ring, fused or not:
SMILES	CHT inh	CHT allo act
CCN(CC)S(=O)(=O)c1ccc(Cl)c(C(=O)NC(C)C(c2cccs2)N2CCCC2)c1 (stereo unspecified)	i	i
CCOc1cccc(-c2c(C(=O)N/N=C/c3ccsc3)nnn2-c2nonc2N)c1	i	i
Cc1ccc(C(=O)Nc2ccc(C)c(S(=O)(=O)Nc3ccccc3Cl)c2)s1	i	i
Cc1ccc(CCNC(=O)c2sc3nc4n(c(=O)c3c2C)CCC4)cc1	i	i

The listing continues:
SMILES	CHT inh	CHT allo act
CCOc1cc(S(=O)(=O)n2ccnc2)ccc1Br	i	i
N#Cc1ccccc1NS(=O)(=O)c1cc2c3c(c1)CCN3C(=O)CC2	i	i
COc1ccc(-c2[nH]ncc2CN(C)CCCN2CCOCC2)cc1F	i	i
CC1SCC(=NOCc2ccccc2)CS1 (stereo unspecified)	i	i
Cc1cccc(N=C2NC(=O)/C(=C3/C(=O)N(C)c4ccccc43)S2)c1C	i	i
CC(Oc1cccc(Cl)c1)C(=O)Nc1nc(-c2ccccn2)cs1 (stereo unspecified)	i	i
CCOC(=O)C1=C(c2ccccc2)OC(N)=C(C#N)C1c1ccc(Cl)s1 (stereo unspecified)	i	i
COc1cc(OC)c2ccc(=O)oc2c1C(CC(=O)N1CCCC1)c1ccc2c(c1)OCO2 (stereo unspecified)	i	i
O=c1nc(N/N=C/c2ccco2)cn[nH]1	i	i
COc1ccc(CC(=O)Nc2cccc(-c3ccc4nnc(C)n4n3)c2)cc1OC	i	i
O=C(O)Cc1csc(Nc2cccc(Cl)c2)n1	i	i
COC(=O)c1cc(C)ccc1OCc1ccc([N+](=O)[O-])cc1	i	i
CCCCN(C)CCNC(=O)CCn1nc(-c2ccc(Cl)cc2)ccc1=O	i	i
CCCCCCCSc1nnc(N)s1	i	i
CCN(C(=O)c1cnc(NC(C)C)cc1C(F)(F)F)c1ccc(Cl)cc1Cl	i	i
CCN(CC)C(=O)Cn1cc(S(=O)(=O)CC(=O)Nc2ccc(C(N)=O)cc2)c2ccccc21	i	i
CC(=O)N=C1SC2CS(=O)(=O)CC2N1c1ccc(-c2nc3ccc(C)cc3s2)cc1 (stereo unspecified)	i	i
CCn1c(CC(=O)Nc2ccccc2)nnc1SCC(=O)NC1=NCCS1	i	i
N#Cc1nc(-c2ccccc2F)oc1NC1CCCCC1	i	i
CCN(CC)c1ccc(C2C(C(=O)OCCOC)=C(C)NC3=C2C(=O)CCC3)cc1 (stereo unspecified)	i	i
O=[N+]([O-])c1ccc2nn(Cc3ccccc3)cc2c1	i	i
Cc1ccccc1OCCn1cc(/C(N)=N/O)c2ccccc21	i	i
CC(=O)N1CCN(c2ccc(NCc3ccc(C)s3)cc2)CC1	i	i
CN(Cc1ccco1)S(=O)(=O)c1nnc(NC(=O)c2cccc(Cl)c2)s1	i	i
O=C(Nc1ccc2c(c1)OCCO2)NC1CCCCC1	i	i
CCCc1ccc(OCCNC(=O)c2ccco2)cc1	i	i
Cc1ccc(CN(C)C(=O)CC2C(=O)NCCN2CC2CCCCC2)cc1 (stereo unspecified)	i	i
COC(=O)Cc1c(C)[nH]n(-c2cc(Cl)cc(Cl)c2)c1=O	i	i
O=C(O)c1[nH]c2ccc([N+](=O)[O-])cc2c1-c1ccccc1	i	i
COc1c2c(cc3oc(=O)c4c5ccc(O)cc5oc4c13)OC(C)(C)CC2	i	i
COCCN1C(=O)C(O)=C(C(C)=O)C1c1ccc(OC)c(OC)c1 (stereo unspecified)	i	i
CCOC(=O)N1CCN(C(=O)Cc2ccc(C)cc2)CC1	i	i
O=C(c1ccc(-n2cccc2)cc1)N1CCOCC1	i	i
O=Cc1ccc(OCc2ccc3c(c2)OCO3)cc1	i	i
COc1ccc(-c2nnc(NC(=O)c3cc(Cl)ccc3Cl)o2)cc1	i	i
COc1ccccc1NC(=O)CSc1nnnn1Cc1ccccc1	i	i
Cc1ccc(S(=O)(=O)N(C)CCCC(=O)N2CCN(C=O)CC2)cc1	i	i
COc1cc(OC)nc(Oc2ccccc2C(=O)Oc2ccccc2Cl)n1	i	i
O/N=C1\CC/C(=N\O)c2nn(-c3ccc(Cl)cc3Cl)nc21	i	i
COc1cccc(NS(=O)(=O)c2ccc(Br)s2)c1	i	i
CC(C)(C)C(=O)/C(C#N)=C/c1cccs1	i	i
COc1cc2c(cc1OC)CN(C(=O)COc1ccc(C)c(C)c1)CC2	i	i
Cc1ccc(C(C)C)c(OCC(=O)NC(=S)Nc2ccccc2N2CCOCC2)c1	i	i
CC1CCN(C(=O)CSc2nc3c(c(=O)n2C)SC(C)C3)CC1 (stereo unspecified)	i	i
Cc1ccc(C2C(C(=O)c3cccs3)=C(O)C(=O)N2CCN2CCOCC2)o1 (stereo unspecified)	i	i
C=C(C)C(=O)Nc1cccc(C2=NOC3(C2)C[C@H](C(N)=O)N(C(=O)C(c2ccccc2)c2ccccc2)C3)c1 (stereo partly specified)	i	i
CNC(=O)/C(C#N)=C/c1ccc(-c2ccc(Cl)cc2)o1	i	i
COC(=O)c1c[nH]n2c(=O)c(Cc3ccc(F)cc3Cl)c(C)nc12	i	i
CCC(C)NC(=O)CSc1n[nH]c(-c2cc(Cl)ccc2OC)n1 (stereo unspecified)	i	i
COc1ccc2nc(NCCCNC(=O)c3cc(OC)c(OC)c(OC)c3)c(C#N)cc2c1	i	i
COc1ccc(CCNC2CC(=O)N(CCc3ccccc3)C2=O)cc1 (stereo unspecified)	i	i
COc1cc(NC(=O)CN2CCN(c3ccccn3)CC2)cc(OC)c1OC	i	i
CCCN(CCC)c1ncnc2nc[nH]c12	i	i
Cc1ccc(S(=O)(=O)CNC(=S)c2cccc(C)c2)cc1	i	i
CC(=O)Nc1ccc(NC(=O)c2cc([N+](=O)[O-])cc([N+](=O)[O-])c2)cc1	i	i
Cc1noc(NS(=O)(=O)c2ccc(NC(=O)CCC3CCCCC3)cc2)c1C	i	i
Cc1cc(NC(=O)CCC(=O)N(c2ccccc2)C(C(=O)NCC2CCCO2)c2cccnc2)no1 (stereo unspecified)	i	i
CCNC(=O)c1cc(S(=O)(=O)N2CCSCC2)ccc1OC	i	i
CC(=O)Nc1ccc(S(=O)(=O)NNC(=S)NCc2ccco2)cc1	i	i
COc1cc(CCCN2C(=S)NC[C@@H]2CCCCN)cc(OC)c1OC	i	i
Other structures follow:
SMILES	CHT inh	CHT allo act
COc1ccc(C2(C(=O)Nc3ccc(S(=O)(=O)Nc4nc(C)cc(C)n4)cc3)CCCC2)cc1OC	-7.7*	i
O=C(COC(=O)CN1C(=O)COc2ccccc21)NC1CCCCC1	i	i
CC1CCN(c2c(NCC3CCC(C(=O)N4CCCC(C)C4)CC3)c(=O)c2=O)CC1 (stereo unspecified)	i	i
COc1ccc(NS(=O)(=O)c2cc(NC(=O)C3CCCO3)ccc2N2CCCC2)cc1 (stereo unspecified)	i	i
COc1ccccc1C(=O)Nc1nnc(-c2ccc(F)cc2)o1	i	i
S=C(NN=C1C2CC3CC(C2)CC1C3)Nc1ccccc1	i	i
COc1cc(S(=O)(=O)NC2CCCC2)ccc1-n1cnnn1	i	i
CCCCn1c(=O)n(Cc2cccc(F)c2)c(=O)c2c1ncn2Cc1ccco1	-12*	i
CC1CCN(C(=O)c2cc(-c3ccccc3O)on2)CC1	i	i
CC(OC(=O)CCCN=C1NS(=O)(=O)c2ccccc21)C(=O)Nc1ccc(F)cc1Cl (stereo unspecified)	i	i
COc1ccc(-c2ccc(Nc3ccc(S(=O)(=O)N4CCCC4)cc3)nn2)cc1OC	i	i
CSc1ccccc1NS(=O)(=O)c1ccccc1	i	i
CCN(CCn1cccn1)C(=O)CCc1nnc(-c2ccccc2)o1	i	i
CCOC(=O)NC(=O)/C(C#N)=C\NNc1ncc(C(F)(F)F)cc1Cl	i	i
Cc1ccc(S(=O)(=O)NC(C)C(=O)Nc2ccc(C(N)=O)cc2)cc1 (stereo unspecified)	i	i
Cc1snc(S(=O)(=O)Cc2c(Cl)cccc2Cl)c1C#N	i	i
COC(=O)c1c(-c2ccc3ccccc3c2)csc1NC(=O)Cc1ccc(OC)c(OC)c1	i	i
CCOC(=O)C1CCN(C(=O)c2cc3cc4cc(OC)ccc4nc3o2)CC1	i	i
